Screening data deposited in PubChem BioAssay by National Center for Advancing Translational Sciences (NCATS).
HEK293 cAMP ctrl: parental HEK293 cAMP activation (counter-screen) | parental HEK293 CNG cAMP sensor, membrane potential fluorescence | Potency, µM (doses to about 57.1 µM), without a hit: at the top dose activation, usual class: activators | hit rate 2.5% among 73,000 | AID 938; also: potency is read from the fitted curve at half-maximal effect; % of control where 0% means no effect; nearly all actives have a fitted effect of over 55% in size
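Parental HEK 293 cells stably expressing a modified CNG channel (no TSHR) report cAMP rise as membrane depolarization. Membrane potential dye with 100 uM RO 20-1724 was loaded for 60 min at room temperature, then compound added for 30 min; fluorescence read at 590 nm.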
A350 autofl: compound fluoresces in the Alexa 350 spectral region. hit rate 11% among 59,000. max dye-equivalent concentration, M. Compound autofluorescence, 340/450 nm, Alexa 350 dye-equivalents; hits give high values; in the data active = max dye-equivalent concentration above about 10 nM; inconclusive = mostly about 1.1 nM to 9.6 nM
Casp7 inh: blocks human caspase-7 allosterically or competitively; P55210; recombinant caspase-7, Ac-DEVD-AFC fluorescence rate; Potency, µM (highest dose often 57.5 µM), without a hit: at the highest dose activity change, negative = inhibition, actives largely listed as inhibitors; hit rate 0.02% among 75,000; AID 889; active = well fitted inhibition curve with a large enough effect in the main read-out, with a control signal flat, not every such curve was filed as active; inconclusive = small, poorly fitted or top-dose-only effect, or a change in a side signal; also: potency is read from the fitted curve at half-maximal effect; % of control where 0% means no effect
Target sequence (P55210 24-198 limits assumed): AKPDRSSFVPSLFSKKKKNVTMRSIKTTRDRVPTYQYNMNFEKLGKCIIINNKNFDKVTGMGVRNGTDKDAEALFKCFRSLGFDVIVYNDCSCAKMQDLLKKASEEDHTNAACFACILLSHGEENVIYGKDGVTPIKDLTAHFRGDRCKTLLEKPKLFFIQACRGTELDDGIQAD
Target sequence (P55210 207-303 limits assumed): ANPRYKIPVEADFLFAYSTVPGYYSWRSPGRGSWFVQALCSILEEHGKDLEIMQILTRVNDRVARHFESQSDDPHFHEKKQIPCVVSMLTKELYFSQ
Casp1 inh: allosteric or competitive inhibitors of human caspase-1. hit rate 0.03% among 75,000. Potency, µM (series often up to 57.5 µM), for the others: top-dose activity change, negative = inhibition, actives largely listed as inhibitors. P29466. Caspase-1 enzyme, Ac-WEHD-AFC fluorogenic rate;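 also: potency is read from the fitted curve at half-maximal effect; plate controls were vehicle for no effect and no substrate for full effect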
4MU fluor: compounds fluorescent in 4-MU spectral region. compound autofluorescence, 340/450 nm, 4-MU equivalents; hits give high values. max dye-equivalent concentration, M. hit rate 11% among 59,000. AID 589; in the data active = max dye-equivalent concentration above about 10 nM; inconclusive = mostly about 1.1 nM to 9.6 nM
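Compounds in 100 mM Tris, pH 8.0, incubated 15 min at room temperature, then fluorescence read at 340 nm excitation/450 nm emission. Signal converted to 4-MU dye-equivalent concentration using an on-plate six-point 4-MU standard curve.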
Luciferase inh: firefly luciferase inhibition; P08659; purified firefly luciferase, luminescence, 8 min; Potency, µM (highest dose often 57.1 µM), for inactives: at the highest dose activity change, negative = inhibition, hits mostly inhibitors; hit rate 2.2% among 72,000; AID 411; also: potency is read from the fitted curve at half-maximal effect; % is scaled to controls: 0 for no effect and ±100 for the full control effect; nearly all actives have a fitted effect of over 40% in size
Target sequence (P08659 whole entry, looked up): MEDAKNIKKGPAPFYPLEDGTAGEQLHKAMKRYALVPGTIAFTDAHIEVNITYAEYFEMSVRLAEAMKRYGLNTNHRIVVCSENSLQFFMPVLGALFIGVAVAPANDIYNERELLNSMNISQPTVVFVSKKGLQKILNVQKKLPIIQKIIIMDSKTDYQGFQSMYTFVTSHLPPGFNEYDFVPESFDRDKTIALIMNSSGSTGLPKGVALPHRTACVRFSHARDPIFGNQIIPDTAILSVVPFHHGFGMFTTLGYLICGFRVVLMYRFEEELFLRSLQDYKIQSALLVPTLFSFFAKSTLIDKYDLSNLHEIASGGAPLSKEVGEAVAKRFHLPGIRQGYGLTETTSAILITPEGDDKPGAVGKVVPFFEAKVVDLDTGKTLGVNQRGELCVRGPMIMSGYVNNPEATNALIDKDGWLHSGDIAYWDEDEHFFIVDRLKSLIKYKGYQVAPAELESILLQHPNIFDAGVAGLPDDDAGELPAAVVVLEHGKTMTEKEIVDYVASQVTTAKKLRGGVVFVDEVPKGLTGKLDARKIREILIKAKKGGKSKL
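Here, luciferase activity is measured as luminescence following an 8 min room-temperature reaction at 10 uM ATP, pH 7.2. Every library sample is titrated.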
Fluorescein autfl: compound fluoresces in the fluorescein spectral region. Compound autofluorescence, 480/540 nm, fluorescein-equivalent; hits give high values. max fluorescein-equivalent concentration, M. hit rate 0.91% among 59,000; in the data active = max fluorescein-equivalent concentration above about 10 nM; inconclusive = between about 1.1 nM and that limit
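Read-out is intrinsic compound fluorescence at 480/540 nm (excitation/emission), expressed as dye-equivalent concentration using a fluorescein standard series run on every plate. Compounds sat 15 min at room temperature in 100 mM Tris, pH 8.0.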
Texas Red fluor: compounds fluorescent in Texas Red spectral region; Compound fluorescence, Texas Red channel, 547/618 nm; hits give high values; hit rate 0.06% among 59,000; max dye-equivalent concentration, M; in the data active = max dye-equivalent concentration above about 10 nM; inconclusive = between about 1.1 nM and that limit
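Texas Red-region profiling: compounds in 100 mM Tris pH 8.0 were read at 547/618 nm after 15 min at room temperature. Intensities were normalized against a six-point Texas Red standard series to give dye-equivalent concentration.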
ERK AVP inh: blocks ERK signaling stimulated by vasopressin | Potency, µM (series often up to 57.5 µM), for the others: at the highest dose activity, negative = inhibition, most hits filed as inhibitors | AID 995 | HEK293-V1b, vasopressin-stimulated pERK AlphaScreen | hit rate 0.99% among 72,000; also: potency is read from the fitted curve at half-maximal effect; % is scaled to controls: 0 for no effect and ±100 for the full control effect; nearly all actives have a fitted effect of over 55% in size
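HEK293 cells stably expressing V1b receptor, seeded overnight in 1% FBS, were treated with compounds for 30 min at 37C, then stimulated 5 min with 25 nM vasopressin; phospho-ERK read by AlphaScreen SureFire after lysis.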
Tau filament bind: binders of human tau filaments. AID 596. Potency, µM (highest dose often 57.1 µM), for inactives: top-dose activity change, negative = inhibition. recombinant tau filaments, thioflavin S fluorescence, 15 h; filaments grown with octadecylsulfate alongside compound. hit rate 2% among 71,000. P10636;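 also: potency is read from the fitted curve at half-maximal effect; % is scaled to controls: 0 for no effect and ±100 for the full control effect; actives lower thioflavin S fluorescence by blocking filaments or displacing dye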
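Quantitative HTS: thioflavine S signal from ODS-induced tau filaments, excited at 450 nm, emission 510 nm. Conditions: 1 uM tau, 30 uM ODS, 15 h at 37 C, pH 7.4.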
Rhodamine autofl: compound autofluorescence in rhodamine spectral region. Rhodamine-region fluorescence, 547/598 nm, Tris buffer; hits give high values. max dye-equivalent concentration, M. hit rate 0.05% among 59,000; in the data active = max dye-equivalent concentration above about 11 nM; inconclusive = between about 1.1 nM and that limit
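A six-point rhodamine series on each plate calibrates the signal. Compounds sit in 100 mM Tris (pH 8.0) for 15 min at ambient temperature before imaging through 547 nm/598 nm filters.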
Active calls of the source: *; i = inactive; ? = inconclusive; / = not tested or not shown; [ ] = dose if it differs, or a comment. Unless noted, calls follow the shape of the dose curve; as a rule, active = well fitted curve in the direction sought with a large enough effect; inconclusive = small, poorly fitted or top-dose-only effect, or another doubt; inactive = no such curve, though single readings can be large; an effect the other way counts as inactive or inconclusive.

SMILES	HEK293 cAMP ctrl	A350 autofl	Casp7 inh	Casp1 inh	4MU fluor	Luciferase inh	Fluorescein autfl	Texas Red fluor	ERK AVP inh	Tau filament bind	Rhodamine autofl
CC(C)(C)NC(=O)CSc1nnc(CN2CCCCCC2=O)n1-c1ccccn1	3%	i	-5%	-2%	i	1%	?	i	-8%	20%	i
Brc1c(OCCOCCn2cncn2)ccc2ccccc12	29%	i	-2%	1%	i	-1%	?	i	?	-2%	i
COc1cc(NC(=O)Cn2c(-c3cncs3)nc3ccccc32)cc(OC)c1OC	15%	i	-1%	-1%	i	-5%	i	?	-17%	5%	i
COc1cc(/C=N\n2nnnc2N)ccc1OCc1ccc(F)cc1	?	/	-3%	0%	/	-1%	/	/	-3%	229%	/
Cc1ccc(OCC(=O)N(Cc2ccc(N(C)C)cc2)C2CCS(=O)(=O)C2)cc1 (stereo not given)	-3%	i	-2%	-2%	i	0%	i	i	?	0%	i
Cc1ccc(C)c(-n2c(SCC(=O)Nc3nonc3C)nnc2-c2ccoc2C)c1	25µM*	i	-1%	0%	i	1%	i	i	-11%	13%	i
COc1ccccc1N(CN1CCCC1=O)C(=O)c1ccccc1F	16%	i	-1%	2%	i	0%	?	?	3%	-2%	i
N=C(N)c1ccc(N=Nc2c(O)ccc3c2[nH]c2ccccc23)cc1	-16%[11.4 µM]	i	-2%[11.5 µM]	0%[11.5 µM]	i	-4%[11.4 µM]	i	i	6%[11.5 µM]	1µM*	i
COc1cccc(-c2nc(N3CCC(C)CC3)c3ccccc3n2)c1O	/	i	/	/	i	3%[25.5 µM]	i	i	/	/	i
COn1c(=O)c(-c2ccc(Cl)cc2)[n+]([O-])c2ccccc21	-2%	4.4e-08M*	-14%	-10%	4.4e-08M*	-2%	i	i	-10%	-4%	i
O=C(c1ccccc1)N1CCN(CC2CC=CCC2)CC1 (stereo not given)	-8%	?	-2%	2%	i	3%	?	i	-7%	-3%	i
NS(=O)(=O)c1ccc(N=Nc2ccc[nH]c2=O)cc1	-12%[11.4 µM]	i	0%[11.5 µM]	0%[11.5 µM]	i	1%[11.4 µM]	i	i	0%[11.5 µM]	0%[11.4 µM]	i
C/C(CCN1CCCCc2nc(C)c(C)cc21)=N\O[C@@H](C)CN1CCCc2nc(C)c(C)cc21	18%[11.4 µM]	/	-4%[11.5 µM]	-3%[11.5 µM]	/	1%[11.4 µM]	/	/	40%[activator][11.5 µM]	/	/
O=C(c1cc2ccccc2cc1OCC(O)CN1CCCCC1)N1CCCCC1 (stereo not given)	?	/	-3%	3%	/	3%	/	/	3%	-18%	/
COc1ccc(-c2ccc(=N)n(CCCC(=O)O)n2)cc1	7%	/	1%	0%	/	-6%	/	/	2%	?	/
O=C(Nc1nccs1)C1CCN(S(=O)(=O)c2cccnc2)CC1	3%	/	-1%	0%	/	-3%	/	/	-5%	5%	/
CCCc1cc(=O)[nH]c(SCC(=O)NC2CCCCC2)n1	10%	/	1%	0%	/	1%	/	/	7%	7%	/
CCOC(=O)c1cnc(-n2nc(C)cc2C)nc1-n1nc(C)cc1C	2%	?	-1%	-1%	i	-1%	?	i	-9%	-4%	i
Cc1ccccc1NC(=O)CSc1nc2c(c(-c3ccco3)c1C#N)CCCC2	28%	?	0%	-2%	?	1%	?	i	-5%	-3%	i
COc1ccc(C(CC(=O)O)NC(=O)COc2ccccc2OC)cc1OC (stereo not given)	3%	i	-3%	-1%	i	-1%	i	i	4%	9%	i

Structures from the list above containing fluorine (two):
SMILES	HEK293 cAMP ctrl	A350 autofl	Casp7 inh	Casp1 inh	4MU fluor	Luciferase inh	Fluorescein autfl	Texas Red fluor	ERK AVP inh	Tau filament bind	Rhodamine autofl
COc1cc(/C=N\n2nnnc2N)ccc1OCc1ccc(F)cc1	?	/	-3%	0%	/	-1%	/	/	-3%	229%	/
COc1ccccc1N(CN1CCCC1=O)C(=O)c1ccccc1F	16%	i	-1%	2%	i	0%	?	?	3%	-2%	i

Next records
SMILES	HEK293 cAMP ctrl	A350 autofl	Casp7 inh	Casp1 inh	4MU fluor	Luciferase inh	Fluorescein autfl	Texas Red fluor	ERK AVP inh	Tau filament bind	Rhodamine autofl
CC(C)n1c(Nc2ccccc2)nc2ccccc21	1%	8.8e-08M*	-13%	-17%	8.5e-08M*	-20%	i	i	-24%	-2%	i
Cc1ccc(-n2c(C)cc(C(=O)OCC(=O)N(CC(C)C)C3CCS(=O)(=O)C3)c2C)cc1 (stereo not given)	28%	i	0%	-2%	i	-1%	i	i	11%	-1%	i
CCOc1ccc(Cn2c(SCCCCC#N)nc3c2c(=O)n(C)c(=O)n3C)cc1OCC	19%	i	-2%	0%	i	0%	i	i	-21%	26%	i
CSc1nc(N(CCO)CCO)c2sc3nc(-c4ccco4)c4c(c3c2n1)CCC4	25µM*	i	-5%	-5%	i	-1%	i	i	?	-6%	i
COC(=O)COc1ccc(S(=O)(=O)N2CCN(c3ccccc3F)CC2)cc1	?	i	-1%	-1%	i	4%	i	?	4%	5%	i
Cc1ccc(N2CC(C(=O)Nc3ccc(S(=O)(=O)N4CCCC4)cc3)CC2=O)cc1 (stereo not given)	-6%	i	-1%	-1%	i	0%	i	i	-11%	2%	i
CCOC(=O)N1CCN(Cc2nc(N)nc(Nc3ccc(Oc4ccccc4)cc3)n2)CC1	28%	i	-6%	-5%	i	-2%	i	i	?	-14%	i
COc1cc2c(C(=O)NCc3ccc4c(c3)OCO4)cn(CC(C)C)c(=O)c2cc1OC	11%	i	-2%	1%	i	3%	i	i	2%	248%	i
COCCn1c(SCC(=O)c2ccc(CNC(C)=O)o2)nc2ccccc2c1=O	?	i	-1%	1%	i	-2%	i	i	9%	2%	i
ClC(Cl)(Cl)C(N1CCN(c2ccccc2)CC1)N1CCN(c2ccccc2)CC1	-9%[11.4 µM]	i	-3%[11.5 µM]	-1%[11.5 µM]	i	2%[11.4 µM]	i	i	-18%[11.5 µM]	1%[11.4 µM]	i
Cc1nc2ccccc2n1-c1ccccc1	13%	/	0%	-1%	/	1%	/	/	?	18%	/
O=C(Nc1nnc(SCC(=O)N2CCCCC2)s1)C1CCCCC1	6%	i	1%	3%	i	3%	i	i	-24%	3%	i
O=C(CN1C(=O)CCC1=O)Nc1ccc(S(=O)(=O)N2CCOCC2)cc1	2%	i	0%	1%	i	-10%	i	i	18%	2%	i
OC(Cn1cncn1)c1ccc(Cl)cc1Cl (stereo not given)	9%	?	1%	-1%	?	3%	i	i	-15%	-9%	i
COc1cc(NC(=O)C2CC(=O)NC3=C2C(=O)CC(C)(C)C3)c(OC)cc1Cl (stereo not given)	?	i	-4%	-4%	i	1%	?	i	?	12%	i
COc1ccc(-c2nnc3sc(-c4c(OC)cccc4OC)nn23)cc1	/	?	/	/	?	0%[25.5 µM]	i	i	/	/	i
CCCNS(=O)(=O)c1ccc(CCC(=O)NCC2CCCO2)cc1 (stereo not given)	6%	i	0%	-1%	i	3%	i	?	-7%	-15%	i
CC1Cc2ccccc2N1C(=O)CCN1C(=O)C2C3C=CC(C3)C2C1=O (stereo not given)	-6%	i	2%	2%	i	1%	i	i	12%	-3%	i
CC(=O)Nc1ccc(S(=O)(=O)N2CCN(C(=O)CCC3CCCC3)CC2)cc1	0%[11.4 µM]	/	2%	1%	/	0%	/	/	-2%	20%[11.4 µM]	/
COc1ccccc1NS(=O)(=O)c1ccc(C)c(C(N)=O)c1	3%	?	-1%	0%	?	1%	i	i	0%	-7%	i
COCCn1nnnc1CN(CCCN1CCOCC1)Cc1cc2c(C)ccc(C)c2[nH]c1=O	5%	?	-1%	-5%	?	-1%	i	i	-3%	5%	i
O=c1ccc(-c2ccccc2)n[nH]1	7%[11.4 µM]	i	1%[11.5 µM]	-3%[11.5 µM]	i	1%[11.4 µM]	?	i	-12%[11.5 µM]	-12%[11.4 µM]	i
Cc1cc(C)n2nc(SCc3cc(=O)n4c(C)cccc4n3)nc2n1	15%	?	-1%	0%	?	0%	?	i	-16%	11%	i
CCNc1nc2c(c(=O)[nH]c(=O)n2C)n1CC(C)C	18%	/	-2%	-1%	/	1%	/	/	/	6%	/
N#CCCN1CCN(S(=O)(=O)c2ccc(S(=O)(=O)NCc3ccccc3)cc2)CC1	2%	/	-1%	1%	/	6%	/	/	1%	12%	/
CCN(CCCNC(=O)CN1C(=O)COc2ccccc21)c1ccccc1	12%	i	-3%	-2%	i	3%	i	i	21%	1%	i
Cc1cccc(-n2ncc3c(Nc4c(C)n(C)n(-c5ccccc5)c4=O)ncnc32)c1	?	i	0%	0%	i	-2%	i	i	-6%	8%	i
O=C1O/C(=C\Br)CC[C@@H]1c1cccc2ccccc12	3%	i	0%	3%	i	1%	?	i	?	3%	i
O=C(c1cc2ncc(Br)cn2n1)N1CCOCC1	-2%[11.4 µM]	/	1%	0%	/	0%	/	/	4%	-25%[11.4 µM]	/
O=c1[nH]c2ccccc2n1C1=CCCC1	7%	?	0%	-2%	i	3%	i	i	-7%	-3%	i
C#CCCCO/N=C1/C[C@@H](O)[C@@H](O)[C@@H]2[C@@H]3C(=O)N(C4CCCCC4)C(=O)[C@H]3CC[C@@H]12	-11%[11.4 µM]	/	-1%[11.5 µM]	-2%[11.5 µM]	/	-2%[11.4 µM]	/	/	-1%[11.5 µM]	/	/
COc1ccc(CC(=O)Nc2cccc(C(=O)O)c2C)cc1	3%	i	0%	1%	i	-2%	i	?	-17%	5%	i
O=C(NCc1ccco1)c1nc(-c2ccccc2)n(-c2ccccc2)n1	22%	?	3%	-2%	i	-1%	?	i	2%	-5%	i

A portion of the library, so the mix of outcomes need not match the whole.
